High-throughput results as filed in PubChem.
CXXC DNA block – qHTS Fluorescence Polarization Assay for Inhibitors of MLL CXXC domain - DNA interaction; Histone-lysine N-methyltransferase 2A (Homo sapiens), Q03164; MLL-CXXC / FITC-HOXA9 DNA fluorescence polarization; Potency, µM (top dose mostly 115 µM), inactives show at the highest dose activity change, negative = inhibition, actives largely listed as inhibitors; actives 0.037% (n = 290,000); AID 2662, 2010; active = well fitted inhibition curve with a large enough effect in the polarisation, with a control signal flat, not every such curve was filed as active; inconclusive = small, poorly fitted or top-dose-only effect, or effect the other way, or a change in a side signal; inactive = no such curve, though single readings can be large or run the other way; the % refers to the polarisation; note: potency is the fitted concentration of half-maximal effect
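Steps: dispense CXXC domain solution (7 uM) → pin compounds or unlabeled HOX-A9 DNA control → 5 min ambient → add FLSN-HOX-A9 solution (50 nM) → spin → 30 min ambient → fluorescence polarization. Tris pH 7.5/NaCl/DTT/BSA buffer.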
Coupling enz – qHTS Assay for Inhibitors of Fructose-1,6-bisphosphate Aldolase from Giardia Lamblia: Coupling assay counterscreen; coupling enzyme system counterscreen, AmpLite Red fluorescence; activity change, negative = inhibition, % at 58.2 µM, hits read low; actives 0.67% (n = 290,000); AID 2472, 2010; in the data active = activity change below about -30%; note: % is set by controls: 0 for no effect and ±100 for the full control effect
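Counterscreen lacking aldolase: glyceraldehyde-3-phosphate coupling-enzyme reagent preincubated 10 min at RT with compound (at 57.5 uM final), then substrate/coupling system with AmpLite Red added; fluorescence read at 525/598 nm after 20 min RT.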
Menin MLL FP TR – qHTS Assay for Inhibitors Targeting the Menin-MLL Interaction in MLL Related Leukemias: Competition With Texas Red Labeled MLL-derived Mutant Peptide. O00255. Menin + Texas Red MLL mutant peptide, fluorescence polarization. Potency, µM (doses to about 61.6 µM), without a hit: top-dose FP activity change, negative = inhibition, most hits filed as inhibitors. actives 0.23% (n = 270,000). AID 1768, 2009; active = well fitted inhibition curve with a large enough effect in the polarisation, with a control signal flat, not every such curve was filed as active; inconclusive = small, poorly fitted or top-dose-only effect, or effect the other way, or a change in a side signal; inactive = no such curve, though single readings can be large or run the other way; the % refers to the polarisation; note: potency is the fitted concentration of half-maximal effect; % of control where 0% means no effect; many of its hits are not listed in these tables
The depositor's hits bear a star; ? = inconclusive; . = not tested or not shown; [ ] = dose if it differs, or a comment. Some of the compounds tested; the hit share may differ from the screen's.

SMILES | CXXC DNA block | Coupling enz | Menin MLL FP TR
CN(C)C(=O)c1ccc(-c2nccc(N(C)Cc3ccco3)n2)cc1 | . | 0 | -11%
CC12C=C(/C=C/c3ccc(Br)cc3)C(C)(C1)C(c1ccc(Br)cc1)CC2=O (stereo not drawn) | . | 1 | -13%[11.7 µM]
CC(C)C[C@@H](CC(=O)N[C@@H](CCC(=O)O)CC(=O)O)NC(=O)[C@@H]1CCCC[C@H]1NC(=O)C[C@@H](NC(=O)C[C@H](Cc1ccccc1)NC(=O)[C@@H]1CCCC[C@H]1N)C(C)C | . | 1 | 1%
CC(=O)Oc1ccc(C)cc1 | -5% | . | -5%
O=S(=O)(O)c1ccc2c(N=Nc3ccc(S(=O)(=O)O)c4ccccc34)c(O)c(S(=O)(=O)O)cc2c1 | ? | . | ?
Nc1cccc2c1CN(C1CCC(=O)NC1=O)C2=O (stereo not drawn) | -6% | . | 12%
C=C1C(=CC=C2CCC[C@@]3(C)[C@@H]2CC[C@H]3[C@H](C)CCCC(C)C)C[C@@H](O)C[C@@H]1O | -2% | . | -6%
O=C(CN1CCN(Cc2ccc3c(c2)OCO3)CC1)N1c2ccccc2Sc2ccccc21 | 7% | . | 5%
CC(=O)CCC(=O)O | 0% | . | 3%
O=C(O)COc1nn(Cc2ccccc2)c2ccccc12 | -1% | . | 3%
CC1=C(C)C(=O)C(C(CCCCCC(=O)O)c2ccccc2)=C(C)C1=O (stereo not drawn) | 2% | . | -4%
O=C(O)Cc1csc(-c2ccc(Cl)cc2)n1 | -5% | . | -11%
CN=C(N)NCCCC(N)C(=O)O (stereo not drawn) | 20% | . | 12%
N#CC(Cc1ccc(O)c(O)c1)C(=O)N1CCc2ccccc21 (stereo not drawn) | ? | . | -2%
Cc1ncc(COP(=O)(O)O)c(CN)c1O | -14% | . | 7%

Going on with the list:
SMILES | CXXC DNA block | Coupling enz | Menin MLL FP TR
CCOC(=O)OC(C)OC1=C(C(=O)Nc2ccccn2)N(C)S(=O)(=O)c2ccccc21 (stereo not drawn) | 5% | . | -5%
Cc1ncc(C[n+]2csc(CCOP(=O)(O)O)c2C)c(N)n1 | -3% | . | -28%
COc1cccc(N(C)C(=S)Oc2ccc3c(c2)CCCC3)n1 | -6% | . | 0%
NC1(C(=O)O)CCc2cc(C(=O)O)ccc21 (stereo not drawn) | -8% | . | 4%
CCc1ccc(C(=O)C(C)CN2CCCCC2)cc1 (stereo not drawn) | 13% | . | 10%
CN(C)CC[C@@](O)(c1ccccc1)c1ccccc1Cl | -1% | . | -5%
C#CC(N)CCC(=O)O (stereo not drawn) | -8% | . | 11%
CN(C)C1C(=O)C(C(N)=O)=C(O)[C@@]2(O)C(=O)C3=C(O)c4c(O)ccc(Cl)c4[C@@H](O)C3C[C@@H]12 (stereo partly drawn) | -18% | . | 9%
COc1ccc(C(=O)c2ccc(C)cc2)c(O)c1 | -6% | . | -7%
CCCCN=C(N)N=C(N)N | -6% | . | -4%
CO[C@H](C(=O)[C@@H](O)[C@@H](C)O)C1Cc2cc3cc(O[C@H]4C[C@@H](O[C@H]5C[C@@H](O)[C@H](O)[C@@H](C)O5)[C@@H](O)[C@@H](C)O4)c(C)c(O)c3c(O)c2C(=O)[C@H]1O[C@H]1C[C@@H](O[C@H]2C[C@@H](O[C@H]3C[C@](C)(O)[C@H](O)[C@@H](C)O3)[C@H](O)[C@@H](C)O2)[C@H](O)[C@@H](C)O1 (stereo partly drawn) | 40µM* | . | -8%
c1ccc2c(c1)OCC(CN1CCCCC1)O2 (stereo not drawn) | -3% | . | 3%
CC[C@@]1(O)C(=O)OCc2c1cc1n(c2=O)Cc2cc3c([N+](=O)[O-])cccc3nc2-1 | 7% | . | 0%
CCCCCCCCCCCCCCCCN | -3% | . | 4%
C[C@@H]1C(=O)NC2=Nc3cccc(Cl)c3CN21 | -8% | . | 4%

(more compounds)
SMILES | CXXC DNA block | Coupling enz | Menin MLL FP TR
O=C(O)[C@@H](O)[C@@H](O)[C@H](O)C(=O)CO | -1% | . | -2%
Cc1cc(N)c2ccccc2[n+]1CCCCCCCCCCCCCC[n+]1c(C)cc(N)c2ccccc21 | ? | . | ?
COC(=O)[C@@H]1CC2=CC(=O)CC[C@]2(C)[C@@]23O[C@@H]2C[C@@]2(C)[C@@H](CC[C@@]24CCC(=O)O4)[C@H]13 | -14% | . | -9%
CC(C)C[C@H](NC(=O)[C@H](O)[C@H](N)Cc1ccccc1)C(=O)O | -6% | . | -5%
OC[C@H]1O[C@@H](n2cnc3c(NC4CCCCC4)ncnc32)[C@H](O)[C@@H]1O | 1% | . | -19%
CC(C)CCCC(C)NC(C)C (stereo not drawn) | -3% | . | 0%
COC(=O)c1c(-c2cc(OC)c(OC)c(OC)c2)c2ccc(OCc3ccccn3)cc2c(=O)n1-c1ccc(N)cc1 | 6% | . | ?
CN(C)CCC=C1c2ccccc2C(C)(C)c2ccccc21 | -3% | . | -4%
Oc1ccccc1C=NCc1ccccc1 | -5% | . | -12%
C[C@H](Cc1ccccc1)Nc1ncnc2c1ncn2[C@@H]1O[C@H](CO)[C@H](O)[C@H]1O | -8% | . | -8%
Nc1nc2c(ncn2CCC(CO)CO)c(=O)[nH]1 | -5% | . | -4%
C[C@]12CC[C@@H]3c4ccc(O)cc4CC[C@H]3[C@@H]1CCC2OC(=O)CCC1CCCC1 (stereo partly drawn) | 5% | . | 20%
CC1(C)O[C@@H]2C[C@H]3[C@@H]4CCC5=CC(=O)C=C[C@]5(C)[C@H]4C(O)C[C@]3(C)[C@]2(C(=O)CO)O1 (stereo partly drawn) | 11% | . | 4%
CCCCCCCCCCCCCCCC(=O)OCC(COP(=O)(O)OCC[N+](C)(C)C)OC(=O)CCCCCCCCCCCCCCC (stereo not drawn) | 7% | . | 12%
CCNC(=O)[C@@H]1CCCN1C(=O)[C@H](CCCN=C(N)N)NC(=O)[C@H](CC(C)C)NC(=O)[C@@H](Cc1c[nH]c2ccccc12)NC(=O)[C@H](Cc1ccc(O)cc1)NC(=O)[C@H](CO)NC(=O)[C@H](Cc1c[nH]c2ccccc12)NC(=O)[C@H](Cc1cnc[nH]1)NC(=O)[C@@H]1CCC(=O)N1 | 2% | . | -19%

(cont.)
SMILES | CXXC DNA block | Coupling enz | Menin MLL FP TR
NS(=O)(=O)c1cc2c(cc1Cl)N[C@H](Cc1ccccc1)NS2(=O)=O | -1% | . | 9%
O=C(/C=C/c1ccccc1)OCc1ccccc1 | -5% | . | 3%
O=C(O)c1ccccc1-c1ccc(C(F)(F)F)cc1 | -7% | . | -12%
O=C1/C(=C\c2cccs2)CCC/C1=C/c1cccs1 | 5% | . | -4%
COc1cc(O)cc(O)c1 | -3% | . | -12%
COc1cc2c3cc1Oc1cc(ccc1O)C[C@@H]1c4c(cc(OC)c(O)c4Oc4ccc(cc4)C[C@@H]3N(C)CC2)CC[N+]1(C)C | -13% | . | -7%
C=C(C)C1CC=C(C)CC1 (stereo not drawn) | 0% | . | 5%
CC(CC=O)CCCC(C)(C)O (stereo not drawn) | -5% | . | -2%
CC(=O)C(C)=O | -4% | . | 1%
COc1ccc2c(c1)c(CC(=O)O)c(C)n2C(=O)c1ccccc1 | -7% | . | -14%
CCCCc1ncc(/C=C(\Cc2cccs2)C(=O)O)n1Cc1ccc(C(=O)O)cc1 | -3% | . | -1%
Fc1ccc(C(OCCCc2cnc[nH]2)c2ccc(F)cc2)cc1 | 46%[activator] | . | ?
C[C@@H](NCCCc1cccc(C(F)(F)F)c1)c1cccc2ccccc12 | 13% | . | 8%
CN1CC[C@H](CN2c3ccccc3Sc3ccccc32)C1 | -2% | . | -13%
CC(CSC(=O)c1ccccc1)C(=O)N1C[C@@H](Sc2ccccc2)C[C@H]1C(=O)O (stereo partly drawn) | 100%[activator] | . | -7%

The listing continues:
SMILES | CXXC DNA block | Coupling enz | Menin MLL FP TR
NC(=NCc1ccc(Cl)c(Cl)c1)NC(=O)c1nc(Cl)c(N)nc1N | ? | . | -9%
NC(=O)C(=O)O | -14% | . | ?
COc1ccc(C2(C#N)CCC(C(=O)O)CC2)cc1OC1CCCC1 (stereo not drawn) | -1% | . | 3%
C#C[C@]1(O)CC[C@H]2C3CCC4=Cc5oncc5CC4(C)C3CCC21C (stereo partly drawn) | 0% | . | 6%
NCCN | -1% | . | 3%
CNc1ncnc2c1ncn2[C@@H]1O[C@H](CO)[C@H](O)[C@H]1O | -5% | . | 4%
CCC(=O)Nc1ccc(O)cc1 | 0% | . | 2%
CCC(C)(Oc1ccc(C2(c3ccc(OC(C)(CC)C(=O)O)cc3)CCCCC2)cc1)C(=O)O (stereo not drawn) | 3% | . | -14%
NCC(O)C1CCCCCCC1 (stereo not drawn) | -14% | . | 8%
O=C(CCCN1CCN2CCCC2C1)c1ccc(F)cc1 (stereo not drawn) | -2% | . | 8%
COc1ccccc1N1CCN(CCCCNS(=O)(=O)c2cccc3c(N(C)C)cccc23)CC1 | 9% | . | ?
COc1cc2c(cc1OC)[C@@H](Cc1cc(OC)c(OC)c(OC)c1)[N+](C)(CCCOC(=O)CC/C=C/CCC(=O)OCCC[N+]1(C)CCc3cc(OC)c(OC)cc3[C@H]1Cc1cc(OC)c(OC)c(OC)c1)CC2 (stereo partly drawn) | -6% | . | 0%
[N-]=[N+]=Nc1ccc(C(=O)CSC[C@H](NC(=O)CC[C@H](N)C(=O)O)C(=O)NCC(=O)O)cc1 | -16% | . | 0%
CCC1OC(=O)C[C@@H](O)[C@H](C)[C@@H](OC2OC(C)CC(N(C)C)C2O)[C@@H](CC=O)C[C@@H](C)C(=O)/C=C/[C@]2(C)OC2C1C (stereo partly drawn) | -1% | . | 1%
Cc1cc(CC(=O)O)c(C)n1-c1ccc(Cl)cc1 | -10% | . | 8%

(more compounds)
SMILES | CXXC DNA block | Coupling enz | Menin MLL FP TR
COC1CC2CCC(C)[C@](O)(O2)C(=O)C(=O)N2CCCCC2C(=O)OC(C(C)CC2CCC(O)C(OC)C2)CC(=O)C(C)/C=C(/C)C(O)C(OC)C(=O)C(C)CC(C)C=CC=C/C=C\1C (stereo partly drawn) | 9% | . | -10%
CCOC(CN1CCN(CC(C)C(=O)c2ccccc2)CC1)c1ccccc1 (stereo not drawn) | 10% | . | -14%
CCCCOCCOCCOCc1cc2c(cc1CCC)OCO2 | -4% | . | 3%
O=P(O)(O)C(O)(Cc1cccnc1)P(=O)(O)O | -2% | . | 2%
Nc1ncnc2c1nc(Sc1ccc(Cl)cc1)n2[C@H]1O[C@@H]2COP(=O)(O)O[C@H]2[C@@H]1O | -7% | . | 10%
N#CC(c1ccc(Cl)cc1)c1c(Cl)cc(-n2ncc(=O)[nH]c2=O)cc1Cl (stereo not drawn) | -4% | . | ?
Nc1nc(NC2CC2)c2ncn([C@H]3C=C[C@@H](CO)C3)c2n1 | -5% | . | 0%
c1ccc2c(c1)Sc1ccccc1N2CCN1CCCC1 | -7% | . | -9%
CSc1nc(N)c2ncn([C@@H]3O[C@H](COP(=O)(O)OP(=O)(O)O)[C@H](O)[C@H]3O)c2n1 | ? | . | 2%
CC(C)=O | -3% | . | -8%
O=C1[O][Bi][O]c2ccccc21 | -3% | . | 13%
Nc1ncnc2c1ncn2CCOCP(=O)(O)O | 3% | . | 0%
Cc1c(F)c(N2CCNC(C)C2)cc2c1c(=O)c(C(=O)O)cn2C1CC1 (stereo not drawn) | -3% | . | 17%
CCCCCCCCCC(=O)NC(CN1CCOCC1)[C@H](O)c1ccccc1 (stereo partly drawn) | -10% | . | ?
O=S(=O)(O)CCCS(=O)(=O)O | -1% | . | 5%
COc1ccc2c(c1)OC(C)(C)C(c1ccccc1)C2c1ccc(OCCN2CCCC2)cc1 (stereo not drawn) | 13% | . | 1%
COC(C(=O)C(O)C(C)O)C1Cc2cc3cc(OC4CC(OC5CC(O)C(O)C(C)O5)C(O)C(C)O4)c(C)c(O)c3c(O)c2C(=O)C1OC1CC(OC2CC(OC3CC(C)(O)C(O)C(C)O3)C(O)C(C)O2)C(O)C(C)O1 (stereo not drawn) | ? | . | -6%

Some of the entries above, reformatted:
Results follow in this order: CXXC DNA block | Coupling enz | Menin MLL FP TR
CCCCCCCCCC(=O)NC(CN1CCOCC1)[C@H](O)c1ccccc1 (stereo partly drawn)
 : -10% | . | ?
CCCCc1ncc(/C=C(\Cc2cccs2)C(=O)O)n1Cc1ccc(C(=O)O)cc1
 : -3% | . | -1%
CC(CC=O)CCCC(C)(C)O (stereo not drawn)
 : -5% | . | -2%
